# mut p53 react: mutant p53 pathway reactivation | SW480 PUMA-promoter luciferase | activation, % at 9.98 µM | 28,000 tested, 1.5% active; in the data active means activation above about 52%
# STK33 inh: human STK33 kinase inhibition. ADP-Glo luminescence, MBP substrate. 27,000 tested, 0.44% active. inhibition, % at 12.5 µM. Q9BYT3; in the data active means inhibition above about 20%
# Active calls of the source: *; . = no result given. An excerpt, so the mix of outcomes need not match the whole.
# Order of values – mut p53 react | STK33 inh
COC(=O)C1=COC(C)C2CN3CCC4(C(=O)Nc5ccccc54)C3CC12 (stereo not drawn)
    3.8 | 1.9
Oc1ccc2c3c1OC1c4oc5ccccc5c4CC4(O)C(C2)N(CC2CC2)CCC314 (stereo not drawn)
    11.8 | .
CN1[C@@H]2CC[C@H]1CC(OC(=O)N1Cc3ccccc3NC1=O)C2 (stereo partly drawn)
    -4.8 | .
COc1ccc2c(c1)c(CCN1CCOCC1)c(C)n2C(=O)c1cccc(Cl)c1Cl
    4.7 | .
c1ccc(CCCCN2CCC(c3ccccc3)CC2)cc1
    8.7 | .
Cc1ccc(OC(=O)N(C)C[C@@H]2OCc3cnnn3CCCC(=O)N([C@@H](C)CO)C[C@@H]2C)cc1
    3.6 | -2.6
C=C(C)[C@@H]1[C@H]2OC(=O)[C@@H]1[C@]1(O)C[C@H]3O[C@]34C(=O)O[C@H]2[C@]14C
    . | -3.8
Clc1cncc(N2CCNCC2)n1
    -2.7 | 1.2
Cc1ncc(CN2CC=C(c3ccccc3)CC2)c(N)n1
    -2.0 | .
Clc1cccc(N2CCNCC2)c1
    . | 1.0
C=C(C)[C@@]12O[C@@H]1[C@@]1(C)C(=C[C@H]2O)CC[C@@H](O)[C@@H]1C
    -14.8 | -0.7
CC(=O)CC(c1ccc(Br)cc1)c1c(O)c2ccccc2oc1=O (stereo not drawn)
    1.9 | -1.4

# Fetched by structure from above, five records:
# Order of values – mut p53 react | STK33 inh
CC(=O)CC(c1ccc(Br)cc1)c1c(O)c2ccccc2oc1=O (stereo not drawn)
    1.9 | -1.4
COc1ccc2c(c1)c(CCN1CCOCC1)c(C)n2C(=O)c1cccc(Cl)c1Cl
    4.7 | .
Cc1ccc(OC(=O)N(C)C[C@@H]2OCc3cnnn3CCCC(=O)N([C@@H](C)CO)C[C@@H]2C)cc1
    3.6 | -2.6
Oc1ccc2c3c1OC1c4oc5ccccc5c4CC4(O)C(C2)N(CC2CC2)CCC314 (stereo not drawn)
    11.8 | .
Clc1cncc(N2CCNCC2)n1
    -2.7 | 1.2

# Bioassay records deposited in PubChem BioAssay by Broad Institute.
